RBBP9 inhibitor: inhibitors of human serine hydrolase RBBP9; O75884; recombinant RBBP9, FP-Rh probe fluorescence polarization; inhibition, % at 7.94 µM; 220,000 tested, 0.2% active; AID 1515;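 active = inhibition above the campaign mean of all tested compounds plus 3 SD, cut at about 14% in these data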;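 note: plate controls were DMSO wells with RBBP9 for no effect and wells lacking RBBP9 protein for full effect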
Target sequence (O75884 whole entry, looked up): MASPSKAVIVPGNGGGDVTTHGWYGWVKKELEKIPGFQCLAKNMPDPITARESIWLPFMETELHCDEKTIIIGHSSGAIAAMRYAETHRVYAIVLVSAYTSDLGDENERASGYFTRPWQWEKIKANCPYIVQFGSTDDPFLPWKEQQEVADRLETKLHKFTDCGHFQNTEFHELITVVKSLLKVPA
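Test system: recombinant human RBBP9; Timing: 30 min then 45 min, 25 °C; Detection: fluorescence polarization; Control set: RBBP9 with DMSO as uninhibited control, no-protein wells as full inhibition; Compound dosing: one concentration, 7.94 µM nominal, 0.794% DMSO; Probe or stimulus: FP-Rh activity-based probe, 375 nM before mixing.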
EP2 antag: blocks the human prostaglandin E2 receptor EP2 | C6 glioma cells expressing human EP2, cAMP TR-FRET; cells stimulated with saturating PGE2 | inhibition, % at 25 µM | 260,000 tested, 0.52% active | AID 1422;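 active = percent inhibition above 40 after rounding to a whole number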;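 note: rat C6 glioma host cells with rolipram phosphodiesterase inhibitor present; the protocol text gives 20 µM as final concentration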
Target sequence (P43116 whole entry, looked up): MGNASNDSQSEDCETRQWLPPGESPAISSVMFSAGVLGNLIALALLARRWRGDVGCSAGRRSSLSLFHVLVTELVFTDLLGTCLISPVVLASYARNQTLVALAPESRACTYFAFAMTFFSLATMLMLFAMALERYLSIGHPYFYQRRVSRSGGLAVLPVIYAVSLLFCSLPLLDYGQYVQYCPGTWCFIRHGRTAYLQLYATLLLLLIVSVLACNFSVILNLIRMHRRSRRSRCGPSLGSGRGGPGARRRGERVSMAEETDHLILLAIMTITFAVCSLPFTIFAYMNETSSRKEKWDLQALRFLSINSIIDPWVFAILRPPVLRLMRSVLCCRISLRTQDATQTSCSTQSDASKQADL
zVAD death inh: blocks zVAD induced death of L929 cells | 220,000 tested, 0.38% active | L929 zVAD necroptosis rescue, ATP luminescence, 24 h; with zVAD 60 µM | viability rescue, % at 10 µM;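 active = activation, scaled between plate controls, above about 75%, limit read from the data; inactive = activation under that limit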;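 note: 0% = zVAD with DMSO and 100% = DMSO alone without zVAD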
Runt-CBFb FRET: Runt domain-CBFb interaction inhibition. Cerulean-Runt/Venus-CBFb FRET ratio 530/480, 1 h. inhibition, % at 20 µM. 220,000 tested, 0.46% active;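 active = inhibition over about 50% at 20 µM in the single-dose screen, limit read from the data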;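 note: 0% = DMSO wells and 100% = excess unlabeled CBFb competitor control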
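Assay system: Cerulean-Runt domain / Medium: Tris 50 mM pH 7.5, KCl, K2SO4, 0.01% BSA / Timing: protein complex preformed 1 h, compound exposure 1 h, room temperature, dark / Measured by: FRET, excitation 422 nm, emission at 530 and 480 nm / Evaluation: loss of energy transfer signal / Control set: 5 µM unlabeled CBFb as full-inhibition high control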
Hck-Nef inh: inhibitors of human Hck kinase activated by Nef; AID 463187; inhibition, % at 20 µM; Recombinant Hck-YEEI plus Nef, Z-Lyte FRET kinase assay; P08631; 220,000 tested, 0.68% active;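 active = Hck-Nef kinase inhibition above about 50%, limit read from the data; inactive = inhibition below that limit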;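 note: 0% = DMSO with Hck plus Nef and 100% = Hck alone without Nef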
Target sequence (P08631 whole entry, looked up): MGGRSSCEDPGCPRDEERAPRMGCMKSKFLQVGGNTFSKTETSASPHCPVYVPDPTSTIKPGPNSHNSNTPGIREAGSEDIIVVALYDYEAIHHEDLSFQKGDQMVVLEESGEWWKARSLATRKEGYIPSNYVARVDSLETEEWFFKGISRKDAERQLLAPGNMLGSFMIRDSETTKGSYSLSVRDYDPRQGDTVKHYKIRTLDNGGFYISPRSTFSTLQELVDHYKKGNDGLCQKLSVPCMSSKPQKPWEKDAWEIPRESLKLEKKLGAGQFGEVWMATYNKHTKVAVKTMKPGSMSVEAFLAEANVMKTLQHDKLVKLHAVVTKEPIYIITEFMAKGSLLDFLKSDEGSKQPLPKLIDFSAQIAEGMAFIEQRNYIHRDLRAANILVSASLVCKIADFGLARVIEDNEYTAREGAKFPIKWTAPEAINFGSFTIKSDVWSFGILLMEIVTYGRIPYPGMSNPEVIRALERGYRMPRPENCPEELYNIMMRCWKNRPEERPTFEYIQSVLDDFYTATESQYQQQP
PERK inh: blocks human PERK kinase. Q9NZJ5. CHO PERK-DD fusion, SEAP luminescence translation reporter. inhibition, % at 5.6 µM. 220,000 tested, 0.17% active. AID 1416;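 active = inhibition above the mean inhibition of all tested compounds plus 3 SD, set separately per screening campaign, cut at about 2.9% in these data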;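 note: PERK kinase domain activated by AP20187 dimerizer at 100 nM; 0% = DMSO with dimerizer and 100% = rapamycin at 8.4 µM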
TNF necrop inh: inhibitors of TNF-alpha induced necroptosis in Jurkat FADD-/- cells | Jurkat FADD-/- TNF necroptosis rescue, ATP luminescence, 24 h; 0 = TNF only, 100 = no-TNF cells | AID 463075 | 220,000 tested, 0.068% active | activation (protection from cell death), % at 10 µM;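 active = activation, meaning protection from cell death, of at least 50% relative to plate controls; inactive = activation below 50%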;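 note: necroptosis triggered by 40 ng/mL TNF-alpha added together with compound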
Runt-SMMHC FRET: Runt domain-CBFb-SMMHC interaction inhibition | Cerulean-Runt/Venus-CBFb-SMMHC FRET ratio 530/480, 1 h | inhibition, % at 20 µM | 220,000 tested, 0.74% active | AID 1434;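 active = mean inhibition across duplicate retests at 20 µM reaching about 50%, limit read from the data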;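 note: 0% = DMSO wells and 100% = wells with excess untagged CBFb-SMMHC; inhibitors lower the FRET ratio by blocking Runt binding to CBFb-SMMHC; some results filed as inactive read as strong as hits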
EP2 mod: modulates human prostaglandin E2 receptor EP2 signaling. P43116. EP2-expressing cells, cAMP HTRF FRET, PGE2 co-stimulation. induction, % at 25 µM. 260,000 tested, 0.83% active;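 active = compounds whose cAMP rise, as percent of the full-agonist control response, exceeds 60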;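 note: rat C6 glioma line stably carrying human EP2 under a CMV promoter; the protocol text gives 20 µM as final concentration; 100% = response of wells given 1 µM PGE2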
An asterisk follows results filed as active; nt = not tested or not shown; & = joins results of further samples.

SMILES	RBBP9 inhibitor	EP2 antag	zVAD death inh	Runt-CBFb FRET	Hck-Nef inh	PERK inh	TNF necrop inh	Runt-SMMHC FRET	EP2 mod
NC(=O)NC(=O)COC(=O)c1ccc(Cl)c(S(=O)(=O)N(Cc2ccccc2)c2ccc(Cl)cc2)c1	-12	9	-1.2	-4	0	-1.2	0.6	1	39
COc1ccc2nc(NCCCO)[nH]c2c1	2	16	-0.4	2	7	-0.4	0.1	0	6
CCCS(=O)(=O)N1CCCC(C(=O)NCCCN(C)c2ccccc2)C1 (stereo not given)	-4	13	-0.1	57*	2	-0.2	-3.6	2	nt
C=CCn1c(SCC(=O)NCc2ccc3c(c2)OCO3)nc2scc(-c3ccccc3)c2c1=O	-7	9	-0.1	nt	1	0.2	-0.5	-4	21
CC(=O)c1ccc(NC(=S)Nc2ccn(Cc3ccc(Br)cc3)n2)cc1	5	5	1.2	5	15	1.7	0.1	3	-36
Cn1c(C(=O)NCCN2CCc3ccccc3C2)cc2c(=O)n(C)c3ccccc3c21	-4	5	0.2	0	2	0.3	-3.1	-2	3
CCOC(=O)C1=C(C(F)(F)F)Nc2ncnn2C1c1cc(OC)ccc1OC (stereo not given)	-5	3	-0.4	-1	2	0.4	1.7	3	11
COCc1cc(C)nc(N/N=C/c2ccc(Cl)c(Cl)c2)c1C#N	-8	7	0.6	1	-1	0.6	1.2	0	-16
O=C(Nc1ccccc1O)c1cc(S(=O)(=O)N2CCOCC2)c(Cl)cc1Cl	-4	7	-0.5	-3	0	-0.9	-1.3	-1	-38
CCOC(=O)C(CC)Sc1ncnc2nc[nH]c12 (stereo not given)	-3	10	0.0	-2	1	0.9	-2.2	2	30
Nc1ccccc1OCP(=O)(c1ccccc1)c1ccccc1	-2	7	-0.1	0	4	-0.2	0.3	0	-12
CCOC(=O)N1CCN(C(=O)c2nn(-c3cc(OC)cc(OC)c3)c(=O)c3ccccc23)CC1	-5	nt	4.2	0	-4	-0.6	-3.3	-18	2
O=C1CC(NNc2ccccc2)C(=O)N1c1cccc(Cl)c1 (stereo not given)	-7	6	-0.3	3	0	0.0	-3.0	0	-15
CC(C)COCc1ccc(O)c2ncccc12	3	6	2.7	3	5	0.8	-12	1	23
COc1ccc(C2CC2/C(=N/O)c2ccccc2)cc1 (stereo not given)	1	13	-0.6	0	25	1.7	-0.5	1	-18
Cc1ccc(-c2nnc3sc(-c4ccc5c(c4)OCCO5)nn23)cc1	-5	nt	-0.4	nt	4	-0.7	-1.8	nt	nt
CC1=CC(C)(C)N(C(=O)CSc2nccn2C)c2cc(C)ccc21	-4	18	-0.3	-1	1	0.1	-1.8	0	44
Cc1[nH]n(-c2ccccc2)c(=O)c1C(c1cccc([N+](=O)[O-])c1)c1c(C)[nH]n(-c2ccccc2)c1=O	3	17	2.0	-2	7	1.1	0.5	-13	15
C#CC[N+]1(CC#Cc2ccccc2)CCCC1	3	13	0.2	-1	3	0.4	-2.2	-8	4
Cc1c(-c2cccc(NC(=O)c3ccco3)c2)nc2ncccn12	-1	11	-0.6	3	25	0.4	0.7	9	-86
COc1cc(-c2nnn(CC(=O)N3CCOCC3)n2)cc(OC)c1OC	-7	11	-0.3	-2	-1	-0.6	-0.4	-2	17
COc1ccc(C2CC3(CC(C)(C)NC(=S)N3)Oc3cc(O)cc(C)c32)cc1OC (stereo not given)	-2	8	0.9	-1	2	0.8	-0.7	0	15
CCOc1ccc(Br)cc1S(=O)(=O)NCCN(C)C	7	6	0.1	-1	2	-0.1	0.7	3	15
COc1cc(C(=O)N/C(=C\c2cn(S(=O)(=O)N(C)C)c3ccccc23)C(=O)NCCCO)cc(OC)c1OC	-15	4	1.2	-1	19	-0.7	1.0	1	9
CCn1c(/C=N/Nc2ccc(C(=O)O)cc2)nc2ccccc21	-6	5	2.1	2	12	0.8	7.4	15	29
O=C(N/N=C\c1ccc2c(c1)OCO2)c1ccc(Cn2cc(Br)c([N+](=O)[O-])n2)o1	7	14	-0.6	1	25	0.9	2.6	-5	-35
CC(Nc1cc(N2CCN(S(=O)(=O)N(C)C)CC2)ccc1[N+](=O)[O-])c1ccccc1 (stereo not given)	-4	9	-1.2	-3	17	-0.3	-1.5	-5	27
COc1ccc(C2C(C#N)=C(N)OC3=C2C(=O)CC(C)(C)C3)c(OC)c1OC (stereo not given)	-5	9	0.6	1	-5	0.5	-0.5	-1	17
CCCOc1ccc(N2C(=O)CC(NCCNc3ccc(S(=O)(=O)CC)cc3)C2=O)cc1 (stereo not given)	-2	11	0.1	-4	1	0.5	-0.6	1	-53
Cn1nccc1NS(=O)(=O)c1ccc(C(C)(C)C)cc1	0	0	-0.3	0	-2	1.8	0.6	-6	7
C=CCn1c(SCCC(=O)O)nnc1-c1cccs1	2	13	0.3	1	-1	0.2	0.3	-1	40
O=C1CC(N2CCN(c3ccccc3O)CC2)C(=O)N1Cc1ccccc1 (stereo not given)	5	0	0.3	2	21	-0.2	1.4	-5	-9
CCC(C)(C(=O)NC1CCCCC1)N(C(=O)c1ccccn1)c1ccc(C)cc1 (stereo not given)	-3	9	0.8	1	3	-0.9	-0.5	1	13
N#Cc1cnn(-c2cccc(Cl)c2)c1-n1cccc1	-7	3	-0.3	0	7	1.8	0.7	3	14
COc1cc(C=O)ccc1OCc1cccc(Br)c1	8	2	0.3	0	4	0.3	0.4	-1	11
Cc1nc(C)c(CCNC(=O)c2ccccc2)s1	-2	10	0.1	1	4	1.0	2.7	0	9
CN(C)C(=O)c1ccc(NC(=O)CSc2nc3ccccc3[nH]2)cc1	-10	5	-0.9	0	5	0.2	-3.4	9	-23
CCc1ccc(OCC(=O)Nc2cccc3c2CCCC3)cc1	-2	1	0.5	-3	1	1.0	2.2	-3	25
CNCCCOc1cccc(Oc2ccccc2)c1	2	11	11	0	11	-0.2	2.0	-1	-42
C=CCn1c(C(CC)CC)nc2ccccc21	-1	7	-0.3	0	17	-1.1	-0.6	-2	-12
O=C(Nc1ccccc1[N+](=O)[O-])c1cc2ccccc2nc1Cl	-2	2	-0.5	-1	13	1.0	1.1	0	-5
CCOC(=O)c1c(N2C(=O)Nc3ccccc3N2O)sc2c1CCCCC2	-8	19	0.0	4	3	0.2	0.6	0	1
CCN(CC)c1ccc(/C=N/NC(=S)NCc2ccco2)cc1	0	6	1.3	9	16	-0.1	1.3	25	-2
O=C(NCC1CCN(S(=O)(=O)c2ccccc2)CC1)Nc1ccc(F)cc1	-6	10	1.9	-2	22	-0.6	3.5	2	-17
O=C(Nc1ccc(Cl)c(Cl)c1)N1CC=CCC1	-5	13	1.2	0	-2	0.1	4.9	3	-66
COC(=O)Cn1c(C)nc(=O)c(-c2ccccc2)c1C	4	6	1.8	-2	-11	0.6	1.8	-1	21
COC(=O)c1c(NC(=O)C2CCC2)sc(C(=O)N(C)C)c1C	-6	7	0.3	-1	0	-0.3	0.2	-3	15
CCOC(=O)c1cncc(O)c1	-8	4	0.2	1	3	-1.4	2.4	-2	-4
N#C/C(=N\Nc1cccc(C(F)(F)F)c1)C(=O)c1ccsc1	-5	9	0.8	-6	-8	1.4	-3.9	-3	-22
COc1ccc(-n2c(=O)cc(N3CCN(c4ccccc4F)CC3)[nH]c2=O)cc1	-11	9	4.9	-1	-11	-0.1	0.4	0	14

Among those listed so far, 2 have a CF3 group.
SMILES	RBBP9 inhibitor	EP2 antag	zVAD death inh	Runt-CBFb FRET	Hck-Nef inh	PERK inh	TNF necrop inh	Runt-SMMHC FRET	EP2 mod
CCOC(=O)C1=C(C(F)(F)F)Nc2ncnn2C1c1cc(OC)ccc1OC (stereo not given)	-5	3	-0.4	-1	2	0.4	1.7	3	11
N#C/C(=N\Nc1cccc(C(F)(F)F)c1)C(=O)c1ccsc1	-5	9	0.8	-6	-8	1.4	-3.9	-3	-22

Next part:
SMILES	RBBP9 inhibitor	EP2 antag	zVAD death inh	Runt-CBFb FRET	Hck-Nef inh	PERK inh	TNF necrop inh	Runt-SMMHC FRET	EP2 mod
S=c1nc(-c2ccccc2)n(Cc2cccnc2)c2c1CCCC2	5	12	0.0	2	16	0.1	3.2	-1	19
CCOc1ccc(S(=O)(=O)Nc2nccs2)cc1	-1	2	8.8	-1	10	1.5	0.3	-1	-1
Cc1sc(NC(=O)c2ccco2)c(CN2CCN(Cc3ccccc3)CC2)c1C	3	11	1.9	0	1	-0.2	1.6	-8	36
COc1ccc(C(O)P(=O)(OC2CCCCC2)c2ccc(N(C)C)cc2)cc1OC (stereo not given)	-2	2	0.2	-2	1	0.1	-0.4	0	18
CN1CCC(Oc2ccccc2Sc2ccccc2)CC1	-4	7	0.5	1	2	-0.3	3.7	-1	-22
Cc1ccc(/C=N/NC(=O)c2csc3c2CCCC3)cc1	-4	11	0.3	-2	2	0.4	-18	-1	-4
O=C1CCN(S(=O)(=O)c2ccccc2)N1	-1	nt	0.0	0	0	0.8	-1.8	-1	42
Cc1cc(C)nc(N/N=C/c2c[nH]c3ccccc23)n1	1	6	1.9	-1	25	1.7	23	-3	-30
CCCCCNC(=O)CCn1c(=O)oc2ccccc21	-2	11	0.1	0	0	0.2	0.2	-1	25
O=c1c2[nH]c3ccccc3c2ncn1CCCn1ccnc1	2	6	0.3	0	-1	0.7	0.7	0	-21
Cc1cc2c(c(C)nn2-c2ccccc2)c(=O)o1	-7	10	0.2	0	3	0.5	-3.8	0	6
CC(=O)Nc1ccccc1NC(=O)c1cc(C)cc(C)c1	-2	9	4.9	-1	-10	0.0	0.5	1	-1
COc1cc(CNCCc2c[nH]c3ccccc23)ccc1OCc1ccc(F)cc1	0	24	-2.0	0	8	-2.4	-14	1	-35
Cn1c(SCC(=O)N2c3ccccc3Sc3ccc(Cl)cc32)nnc1-c1ccco1	3	11&7	-1.5	0	2	-0.3	-4.6	-2	7&-17
CCNC(=S)N1CCN(C(=O)C(Cc2ccccc2)NC(C)=O)CC1 (stereo not given)	-5	8	0.3	nt	-25	-0.5	0.0	-1	6
CCC(C(=O)NCc1ccco1)N(C(=O)CNS(=O)(=O)c1ccccc1)c1ccccc1C (stereo not given)	-5	7	1.7	-2	20	0.0	0.1	1	18
CCN1CCc2c(sc(NC(=S)NC(=O)c3ccccc3)c2C#N)C1	12	10	0.1	12	-1	0.5	1.8	-14	-9
COc1ccc(OCc2nnc(SCC(=O)c3ccccc3)o2)cc1	-7	4	0.7	-2	21	-0.7	1.0	2	-34
Cc1cc(C)c2nc(SCC(=O)NNC(=O)c3ccco3)c(C)cc2c1	-7	6	0.0	-4	20	0.6	1.1	-3	5
C=CCOC(=O)C1=C(C)OC(N)=C(C#N)C1c1ccco1 (stereo not given)	0	10	-0.2	2	12	0.8	0.0	1	26
N/C(=N\S(=O)(=O)c1cc(C(F)(F)F)cc(C(F)(F)F)c1)c1ccccc1	-13	11	0.6	-1	-2	-0.2	-0.7	-2	40

Not all compounds are listed; rates above refer to the full screens.
